ADAM10 inh: human ADAM10 inhibitors, primary screen, biochemical, QFRET, HTS. Disintegrin and metalloproteinase domain-containing protein 10 (Homo sapiens), O14672. recombinant ADAM10, EDANS/DABCYL FRET peptide cleavage, 3 h. inhibition, % at 7 µM. 0.62% of 370,000 active. AID 720582, 2013;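 active means inhibition above a per-campaign cutoff equal to the mean of compounds falling between control-based bounds plus 3 SD, cut at about 20% in these data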;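 further: 0% = DMSO wells while the 100% control is not disclosed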
DAX1 inh-1: DAX1 (NR0B1) inhibitors on StAR promoter, primary screen, cell-based, luminescence, SF-1 (NR5A1), full-length DAX-1; HEK293T StAR-luciferase reporter, SF-1/DAX-1 repression relief; inhibition, % at 6.8 µM; 1.1% of 370,000 active; AID 652010, 2013;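 active means inhibition above the mean over all tested compounds plus 3 SD, cut at about 3.6% in these data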;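 further: 0% = DAX-1 cells with DMSO and 100% = cells lacking DAX-1 with DMSO; higher inhibition means more luminescence from relief of DAX-1 repression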
HGIII-sPLA2 inh: human group III sPLA2 inhibitors, primary screen, biochemical, QFRET, BODIPY PC-A2 liposome substrate | inhibition, % at 12.2 µM | AID 743126, 2013 | Group 3 secretory phospholipase A2 (Homo sapiens), Q9NZ20 | 0.56% of 370,000 active | QFRET BODIPY PC-A2 liposome hydrolysis, fluorescence;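 active means inhibition above mean plus 3 SD of compounds lying within the high and low control bounds, cut at about 19% in these data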;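 further: 0% = median of test compound wells and 100% = no enzyme DMSO wells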
Target sequence (Q9NZ20 whole entry, looked up): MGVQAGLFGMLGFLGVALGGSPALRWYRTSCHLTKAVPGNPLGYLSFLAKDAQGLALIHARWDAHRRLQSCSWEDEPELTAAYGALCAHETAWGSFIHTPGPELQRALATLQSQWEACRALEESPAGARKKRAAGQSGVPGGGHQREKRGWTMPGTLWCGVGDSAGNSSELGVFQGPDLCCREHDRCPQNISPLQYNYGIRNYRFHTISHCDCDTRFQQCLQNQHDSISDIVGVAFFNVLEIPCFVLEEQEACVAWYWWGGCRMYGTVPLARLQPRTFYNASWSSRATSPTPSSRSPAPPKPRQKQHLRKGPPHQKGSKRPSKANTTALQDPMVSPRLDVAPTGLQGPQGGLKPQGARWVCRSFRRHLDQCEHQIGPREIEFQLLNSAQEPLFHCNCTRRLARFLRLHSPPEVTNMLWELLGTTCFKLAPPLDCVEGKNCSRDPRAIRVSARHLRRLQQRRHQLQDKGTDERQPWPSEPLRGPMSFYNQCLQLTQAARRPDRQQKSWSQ
ssDAF12 agonist: S. stercoralis DAF-12 nuclear receptor activators, primary screen, cell-based, luminescence, HEK293, GRIP1 co-expression, lit1-tk-luc. Nuclear hormone receptor DAF-12 (Strongyloides stercoralis). HEK293 ssDAF-12/GRIP1 lit1-tk-luc reporter; % of 3 µM dafachronic acid response. activation, % at 6.8 µM. 1% of 370,000 active. AID 652126, 2013;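 active means activation above the mean over all tested compounds plus 3 SD, cut at about 0.9% in these data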;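 further: 0% = DMSO-only wells and 100% = 3 µM delta7-dafachronic acid wells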
PLCb3 inh: human PLC-beta3 inhibitors, primary screen, biochemical, fluorescence. 1-phosphatidylinositol 4,5-bisphosphate phosphodiesterase beta-3 (Homo sapiens), Q01970. 0.18% of 370,000 active. inhibition, % at 12.2 µM. Purified PLC-beta3, fluorogenic substrate; in the data active means inhibition above about 11%;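 further: 0% = median of compound wells on plate and 100% = full blocker control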
FXN GAA850 act: FXN promoter activators, primary screen, cell-based, luciferase luminescence, HEK293 lucGAA850. 0.56% of 360,000 active. HEK293 lucGAA850 FXN promoter luciferase reporter, 24 h; percent of 10 µM SAHA response. activation, % at 6 µM. AID 540364, 2011;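 active means activation above the average of all compounds screened plus 3 SD, cutoff fixed separately per campaign, cut at about 7.5% in these data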;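 further: 0% = DMSO wells and 100% = 10 µM SAHA wells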
PLC-gamma1 inh: PLC-gamma1 enzyme inhibitors, primary screen, biochemical, fluorescence, purified enzyme | 1-phosphatidylinositol 4,5-bisphosphate phosphodiesterase gamma-1 (Homo sapiens), P19174 | fluorogenic substrate | inhibition, % at 12.2 µM | 0.84% of 370,000 active | AID 720700, 2013; in the data active means inhibition above about 9.5%
hcDAF12 agonist: H. contortus DAF-12 nuclear receptor activators, primary screen, cell-based, luminescence, HEK293, lit1-tk-luc reporter. HEK293 hcDAF-12 lit1-tk-luc reporter; 0% DMSO, 100% Δ7-dafachronic acid. activation, % at 6.8 µM. 1.4% of 370,000 active;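 active means activation above the mean of all tested compounds plus 3 SD, cut at about 5.5% in these data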;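 further: 100% = response to 3 µM Δ7-dafachronic acid high control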
hgDAF-12 ag: H. glycines DAF-12 receptor agonists, primary screen, cell-based, luminescence, HEK293, GAL4 fusion, UAS-luciferase; Nuclear hormone receptor DAF-12 (Heterodera glycines), GAL4 fusion; HEK293 GAL4-hgDAF12 UAS-luciferase reporter, agonist luminescence; normalized to butyrate control; activation, % at 6.8 µM; 1.8% of 370,000 active; AID 687014, 2013;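 active means activation above a cutoff set at the mean of all screened compounds plus 3 SD, cut at about 10% in these data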;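 further: 0% = DMSO wells and 100% = sodium butyrate wells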
DAX1 inh-2: DAX1 (NR0B1) inhibitors, primary screen, cell-based, HEK293, Gal4-DAX1, luciferase luminescence | Nuclear receptor subfamily 0 group B member 1 (Homo sapiens), P51843 | HEK293 Gal4-DAX1 luciferase reporter | inhibition, % at 6.75 µM | 0.99% of 340,000 active | AID 504766, 2011;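 active means inhibition above the mean over all tested compounds plus 3 SD, cut at about 4.2% in these data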;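 further: 0% = DAX1-transfected cells with DMSO and 100% = empty-vector control cells with DMSO; inhibition shows as a rise in luminescence from relieved DAX1 repression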
Target sequence (P51843 207-470 limits assumed): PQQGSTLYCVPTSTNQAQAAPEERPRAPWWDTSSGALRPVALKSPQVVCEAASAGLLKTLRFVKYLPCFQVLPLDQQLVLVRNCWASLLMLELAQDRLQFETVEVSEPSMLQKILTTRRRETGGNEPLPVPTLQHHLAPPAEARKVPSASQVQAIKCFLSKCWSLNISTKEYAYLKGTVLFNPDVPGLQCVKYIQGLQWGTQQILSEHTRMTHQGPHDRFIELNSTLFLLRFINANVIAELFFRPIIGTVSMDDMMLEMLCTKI
ADAM17 inh: ADAM17 inhibitors, primary screen, biochemical, QFRET; 0.83% of 370,000 active; AID 720648, 2013; recombinant ADAM17, EDANS/DABCYL FRET peptide cleavage; inhibition, % at 6.95 µM; Disintegrin and metalloproteinase domain-containing protein 17 (Homo sapiens), P78536;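 active means inhibition above the mean of compounds lying between control limits plus 3 SD, set per campaign, cut at about 8.5% in these data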;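 further: 0% = DMSO-only wells as the low control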
* hit, by the source's call; nt = not tested or not shown.

SMILES | ADAM10 inh | DAX1 inh-1 | HGIII-sPLA2 inh | ssDAF12 agonist | PLCb3 inh | FXN GAA850 act | PLC-gamma1 inh | hcDAF12 agonist | hgDAF-12 ag | DAX1 inh-2 | ADAM17 inh
Cc1ncc([N+](=O)[O-])n1CC(C)O (stereo unspecified) | -10.9 | 0.2 | 8.0 | -1.0 | 2.1 | 1.1 | 0.4 | -1.5 | -0.9 | 0.2 | 0.2
O=C(Nc1cccc(S(=O)(=O)N2CCCCC2)c1)c1cncc(Br)c1 | 5.0 | 1.6 | -22.7 | -1.4 | 2.1 | 1.9 | 9.4 | -1.8 | -3.4 | -0.8 | 4.1
CCN(CC)S(=O)(=O)c1ccc(N2CCOCC2)c(NC(=O)c2ccccc2)c1 | 9.9 | -0.2 | -1.1 | -0.9 | 1.9 | 0.6 | 1.8 | 0.5 | 1.1 | -0.9 | 2.0
O=C(CCC(=O)Nc1ccccc1)NNC(=O)c1ccco1 | -5.4 | -0.5 | 5.5 | -0.9 | -1.4 | -0.7 | 3.6 | -1.6 | -0.5 | 1.2 | -4.1
CCCCNC(=O)c1onc(CSc2ccc(F)cc2)c1C(=O)O | 8.6 | 0.7 | -1.9 | -1.6 | -2.4 | -2.7 | -1.3 | -0.9 | -0.1 | -0.6 | -1.8
Cc1cc(-c2ccc(C)c(S(=O)(=O)NCC3CCN(Cc4ccccc4F)CC3)c2)on1 | -2.6 | -0.2 | -37.7 | -1.0 | -11.5 | 0.0 | 1.2 | -2.8 | 1.1 | 0.1 | -2.2
CCN(CC)c1nc2c3c(nc4c(c3c1C#N)CC(=O)N4c1ccc(Cl)cc1)NC(C)=N2 | -35.5 | -0.2 | 2.9 | -1.6 | -91.7 | -3.9 | -89.2 | 0.1 | 3.6 | -0.9 | -10.6
COc1cc2c(cc1OC)C(O)C(O)(CO)C(C(=O)O)C2c1cc(OC)c(OC)c(OC)c1 (stereo unspecified) | -17.1 | -0.8 | -0.6 | -1.1 | 0.5 | -1.2 | 0.5 | -1.7 | 3.1 | 1.1 | -2.7
O=C(O)/C(=C\c1ccc(Br)cc1)NC(=O)c1cccs1 | 1.3 | 0.5 | -3.1 | -0.4 | -7.7 | -2.0 | -3.6 | -2.0 | -1.7 | 1.7 | 0.6
CC1CCc2ccccc2N1C(=N)N(C)C (stereo unspecified) | 4.0 | 1.5 | 2.5 | -1.1 | -5.6 | -1.1 | 0.1 | 1.5 | 0.8 | -0.8 | -2.0
COc1ccc(CCNC(=O)CSc2nnc3c(n2)[nH]c2ccc(F)cc23)cc1OC | -4.3 | 0.0 | -2.0 | -0.8 | 5.1 | -1.4 | 4.6 | -0.1 | 0.2 | -1.4 | 1.8
O=C(CCC(=O)c1ccc(-c2ccccc2)cc1)Nc1cccnc1 | -4.1 | 0.1 | -14.0 | -0.5 | -6.3 | 2.1 | 0.7 | -1.8 | -5.2 | -1.9 | -0.6
Cc1ccc(C(=O)N2CCN(c3ncccn3)CC2)cc1S(=O)(=O)N1CCCCC1 | -21.1 | 0.0 | 3.9 | -1.1 | -18.8 | -1.6 | -15.2 | -1.2 | -0.4 | -1.6 | -9.4
NNc1nc(-c2ccccc2)cs1 | 3.6 | 1.4 | 1.1 | -0.2 | -14.2 | 2.0 | -9.0 | 6.0* | 4.4 | 1.8 | -3.7
O=C(Nc1ccc(S(=O)(=O)Nc2nccs2)cc1)c1cc(=O)[nH]c2ccccc12 | -7.0 | 1.0 | -15.6 | -0.3 | -19.7 | 0.7 | -8.6 | 0.5 | 0.2 | 0.8 | -5.1
O=C1CSCC(=O)N1c1ncc(C(F)(F)F)cc1Cl | 0.3 | -0.1 | -6.8 | -0.6 | -2.4 | 2.7 | 2.6 | -1.5 | -1.1 | 0.3 | 1.1
Cc1ccc(N2CCN(C(=O)c3cc(-c4ccc(F)cc4)[nH]c3C)CC2C)cc1 (stereo unspecified) | -2.5 | 0.5 | -2.5 | -1.2 | -4.5 | 0.3 | 2.7 | -2.6 | 0.9 | -1.8 | 1.8
COC(=O)N1CCC2CC1c1c(Cl)cccc12 (stereo unspecified) | -5.7 | -0.2 | -0.8 | -0.9 | 1.5 | nt | 3.6 | -1.5 | 1.5 | nt | -4.3
O=C(Cc1ccccc1)Nc1ccccc1C(=O)Nc1ccc(C(=O)O)cc1 | -0.2 | 0.2 | 0.1 | -1.3 | 4.8 | 1.1 | 0.7 | -1.0 | -1.9 | -0.1 | -4.1
CCOC(=O)Cn1c(=O)oc2cc(S(=O)(=O)Nc3c(C)cc(C)cc3C)ccc21 | -2.7 | 0.8 | -9.3 | -0.8 | -1.1 | -0.9 | 1.3 | 2.4 | -2.8 | -0.1 | -1.2
N/C(=N\OC(=O)Cc1ccccc1)c1cccc(Br)c1 | -9.0 | 1.4 | 7.9 | -1.9 | -6.0 | 4.4 | 3.1 | 0.0 | 5.9 | 1.2 | -1.2
CCCc1nnc(NC(=O)c2cc3ccccc3o2)s1 | -3.7 | 0.7 | 9.2 | -0.8 | -20.1 | 0.9 | -7.2 | 0.6 | 4.0 | -0.5 | -1.1
COc1ccc(N(Cc2cc3ccc(C)cc3[nH]c2=O)C(=O)c2ccco2)cc1 | 5.4 | 0.2 | 0.2 | -0.5 | 1.0 | -1.4 | 3.9 | -1.4 | -1.9 | 0.5 | 0.6
CN1CCN(C(=S)Nc2ccc(Cl)cc2)CC1 | -7.4 | -0.6 | 9.3 | -0.1 | -1.3 | -0.1 | 2.2 | 0.4 | -1.6 | 0.3 | -4.3
CC(=O)NC(c1ccc(F)c(F)c1)c1nc(-c2ccc(C)c(C)c2)cs1 (stereo unspecified) | -1.2 | -1.3 | -2.9 | -1.6 | -5.6 | -0.7 | -1.6 | 0.2 | -1.0 | nt | -1.6
CC(C)(C)NC(=O)CC(CC(=O)O)c1ccccc1 (stereo unspecified) | -11.7 | 1.6 | 0.0 | -1.4 | 5.0 | 2.0 | 3.4 | 1.5 | 1.0 | -0.2 | -3.6
COc1cc(OC)cc(-c2c(C#Cc3ccsc3)c3cc(-c4cccc5[nH]cc(C=O)c45)ccc3n2C)c1 | -22.7 | -0.4 | 12.7 | -1.2 | -111.6 | -4.7 | -63.5 | -1.6 | -1.2 | -0.9 | -10.6
Cn1c(=O)c2c(nc(Sc3n[nH]c(N)n3)n2Cc2ccccc2Cl)n(C)c1=O | -0.2 | -0.4 | -1.7 | -1.8 | 0.9 | 1.3 | 0.3 | -1.5 | -1.8 | 0.6 | -3.6
O=C(NC(Cc1ccccc1)C(=O)N1CCN(S(=O)(=O)c2ccccc2F)CC1)c1ccccc1 (stereo unspecified) | -7.2 | 1.2 | 8.6 | -0.4 | -3.9 | -1.1 | -2.6 | -0.5 | -1.8 | -0.2 | -3.5
CCOC(=O)C1(CC2CCCCO2)CCN(C(=O)Nc2cccc(SC)c2)CC1 (stereo unspecified) | 2.3 | -0.5 | -4.1 | -1.8 | 3.5 | 1.1 | 7.2 | -2.0 | -1.7 | -0.7 | 9.2*
C=CCSC1=C(C#N)C(c2ccccc2Cl)CC(=O)N1 (stereo unspecified) | -0.2 | 0.3 | 6.7 | -1.0 | -2.3 | -2.0 | -3.8 | -0.4 | 1.2 | 0.1 | -0.3
O=C(CCCN1C(=O)c2ccccc2C1=O)NCC1CCCO1 (stereo unspecified) | 4.6 | -0.3 | 2.6 | -0.3 | 7.0 | 3.6 | 5.7 | 0.0 | 0.5 | 0.4 | 1.0
Cc1ccc(Cl)cc1NC(=O)CCC(=O)Nc1cc(Cl)ccc1C | 3.9 | 0.5 | 0.6 | -0.8 | 3.8 | 1.3 | 2.6 | -1.9 | -1.9 | -0.4 | 1.9
O=c1c2ccccc2nnn1CSc1ccccc1 | -0.1 | 3.6* | -5.9 | -0.6 | 3.5 | 3.0 | 3.4 | 2.9 | 15.7* | 1.4 | 1.7
c1cn2c(-c3ccc(N4CCOCC4)cc3)cncc2n1 | -31.0 | 1.2 | 6.6 | -0.6 | -196.5 | 0.6 | -152.5 | -0.3 | 5.5 | nt | -6.7
COC(=O)N/N=C/c1cc(Cl)c(OCc2ccccc2F)c(OC)c1 | 11.0 | -0.2 | -13.5 | -2.4 | -6.3 | 0.7 | 2.0 | -2.7 | -1.8 | -1.1 | 4.6
CC(Sc1ncnc2sc(-c3ccccc3)cc12)C(=O)N1CCNC1=O (stereo unspecified) | -11.1 | -2.3 | 3.7 | -1.2 | -3.0 | -0.8 | 0.6 | 0.6 | -3.0 | -0.5 | -0.7
CN(C)C(=O)[C@@H]1C[C@H]1[C@@H](NC(=O)OCc1ccccc1)c1ccccc1 | 8.8 | 0.1 | 3.3 | -1.0 | 5.8 | -1.7 | 4.0 | -1.1 | -2.1 | 0.8 | 0.6
CCn1ccnc1CN(C)C(=O)c1cc(COc2ccc(-n3cncn3)cc2)on1 | 4.1 | -0.2 | -4.9 | -1.1 | -17.0 | 1.5 | 1.0 | -0.1 | -1.8 | 0.7 | -2.1
CN(C)S(=O)(=O)Nc1ccccc1C(N)=O | -140.9 | 0.5 | -1.4 | -1.1 | -40.4 | 1.0 | -33.5 | -0.1 | 0.2 | -0.6 | -37.7
COc1ccccc1CCNC(=O)c1ccc(OC)c(OC2CCN(C(C)C)CC2)c1 | 3.7 | 1.2 | 2.2 | -0.9 | -3.2 | 0.0 | 1.3 | -0.3 | 1.6 | 0.0 | -0.8
CC(C)C[C@H]1CN([C@@H](CC(C)C)CN2CCCC2CN2C(=S)NC[C@@H]2Cc2ccccc2)C(=S)N1CCc1ccccc1 (stereo partly specified) | -17.5 | 0.0 | -2.0 | -1.2 | -2.6 | nt | 0.5 | 0.0 | 2.1 | nt | -1.0
Cn1c(SCC(=O)Nc2ccc3nc(SCC(=O)N4CCCC4)sc3c2)nnc1-c1ccccc1 | 6.8 | -1.5 | -7.6 | -0.9 | -4.4 | nt | -0.5 | -0.9 | 2.8 | nt | 6.1
COc1ccc(CN2C(=O)C(C)Nc3ncnc(N4CCOCC4)c32)cc1 (stereo unspecified) | -0.9 | 0.1 | -6.3 | -1.4 | 0.4 | -1.3 | 0.2 | -0.6 | 0.3 | 1.6 | -1.7
